# WRN helicase inh = qHTS for Inhibitors of WRN Helicase; Bifunctional 3'-5' exonuclease/ATP-dependent helicase WRN (Homo sapiens), Q14191; WRN helicase unwinding, fluorescent forked duplex, kinetic; Potency, µM (titrated, usually from 114 µM), without a hit: top-dose activity change, negative = inhibition, usual class: inhibitors; 360,000 tested, 0.46% active; note: potency is the fitted concentration of half-maximal effect; % is set by controls: 0 for no effect and ±100 for the full control effect; nearly all actives have a fitted effect of over 55% in size
#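 Screening of the MLSMR collection measured strand separation of a quenched forked DNA duplex (100 nM) by 20 nM WRN with 2 mM ATP, all final. Compounds were preincubated with enzyme 15 min at room temperature.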
# PI5P4K alpha inh = qHTS for Inhibitors of phosphatidylinositol 5-phosphate 4-kinase (PI5P4K) | PI5P4Kalpha enzyme, ADP-Glo luminescence, 60 min; stronger effect = lower value | max response, % | 330,000 tested, 1.2% active; active = max response of -50% or lower; inconclusive = between -30% and -50%; inactive = -30% or higher; note: value at the top dose of about 77 µM; % is set by controls: 0 for no effect and ±100 for the full control effect
# Target sequence (P48426 whole entry, looked up): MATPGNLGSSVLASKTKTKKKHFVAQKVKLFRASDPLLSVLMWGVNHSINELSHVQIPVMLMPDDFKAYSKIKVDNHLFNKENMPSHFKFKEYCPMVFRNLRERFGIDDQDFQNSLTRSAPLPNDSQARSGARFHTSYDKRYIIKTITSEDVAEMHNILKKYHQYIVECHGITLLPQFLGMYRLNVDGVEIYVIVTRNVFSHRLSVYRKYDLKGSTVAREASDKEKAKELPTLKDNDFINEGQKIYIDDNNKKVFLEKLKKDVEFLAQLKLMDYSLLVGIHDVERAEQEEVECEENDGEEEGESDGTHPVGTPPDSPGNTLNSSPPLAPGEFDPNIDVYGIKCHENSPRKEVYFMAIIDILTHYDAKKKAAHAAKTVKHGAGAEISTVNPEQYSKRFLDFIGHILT
#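 Controls without substrate or without enzyme flank wells where PI5P4Kalpha converts substrate using 5 microM ATP (final). Incubation lasts 60 minutes at room temperature; ADP formed is read by ADP-Glo luminescence.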
# aSyn yeast inh = qHTS of alpha-syn Inhibitors. Yeast expressing alpha-synuclein, growth rescue, BacTiter-Glo, 24 h. 370,000 tested, 0.14% active. Potency, µM (highest dose often 46.1 µM), for inactives: at the top dose growth rescue (activation), actives largely listed as activators. AID 652106, 2013; note: potency is the fitted concentration of half-maximal effect; % of control where 0% means no effect; nearly all actives have a fitted effect of over 65% in size
#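 Rescue of yeast growth: cells expressing toxic alpha-synuclein, induced in galactose at OD600 0.02, incubated with compound 24 h at 30 C. ATP luminescence quantified growth; inhibitors of toxicity appear as activators.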
# Abeta yeast res = qHTS for compounds that reverse cellular toxicity of Amyloid beta (A-beta) peptide in yeast: Primary Screen. Potency, µM (series often up to 46.1 µM), without a hit: at the highest dose growth rescue, most hits filed as activators. 410,000 tested, 0.063% active. yeast expressing A-beta42, growth rescue, OD600, 48 h; response scale: 0% DMSO, 100% iron-clioquinol control. AID 1347071, 2019; note: potency is the fitted concentration of half-maximal effect; nearly all actives have a fitted effect of over 55% in size
#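 Yeast A-beta toxicity model in growth medium with pinned compounds, 48 h at 30 C; growth read as absorbance at 600 nm. Normalized to FeCl3/clioquinol equimolar mix (positive) and DMSO (negative).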
# EPAC1 antag = qHTS for Antagonist of cAMP-regulated guanine nucleotide exchange factor 3 (EPAC1): primary screen; Rap guanine nucleotide exchange factor 3 (Homo sapiens), O95398; EPAC1 GEF assay, Rap1b-BODIPY-GDP exchange fluorescence; Potency, µM (series often up to 115 µM), inactives show top-dose activity change, negative = inhibition, most hits filed as inhibitors; 360,000 tested, 0.14% active; AID 720709, 2013;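 note: potency is the fitted concentration of half-maximal effect; plate controls were vehicle for no effect and positive control for full effect; nearly all actives have a fitted effect of over 50% in size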
# PLK1 PBD inh = qHTS for Inhibitors of PLK1-PDB (polo-like kinase 1 - polo-box domain): Primary Screen; Potency, µM, for inactives: max response, negative = inhibition, usual class: inhibitors; Plk1 PBD binding of FITC phosphopeptide, fluorescence polarization; 360,000 tested, 2.8% active; Serine/threonine-protein kinase PLK1 (Homo sapiens), P53350; note: potency is the fitted concentration of half-maximal effect; series mostly up to about 57 µM; % is set by controls: 0 for no effect and ±100 for the full control effect; nearly all actives have a fitted effect of over 65% in size
# Target sequence (P53350 whole entry, looked up, the tested form may be a part): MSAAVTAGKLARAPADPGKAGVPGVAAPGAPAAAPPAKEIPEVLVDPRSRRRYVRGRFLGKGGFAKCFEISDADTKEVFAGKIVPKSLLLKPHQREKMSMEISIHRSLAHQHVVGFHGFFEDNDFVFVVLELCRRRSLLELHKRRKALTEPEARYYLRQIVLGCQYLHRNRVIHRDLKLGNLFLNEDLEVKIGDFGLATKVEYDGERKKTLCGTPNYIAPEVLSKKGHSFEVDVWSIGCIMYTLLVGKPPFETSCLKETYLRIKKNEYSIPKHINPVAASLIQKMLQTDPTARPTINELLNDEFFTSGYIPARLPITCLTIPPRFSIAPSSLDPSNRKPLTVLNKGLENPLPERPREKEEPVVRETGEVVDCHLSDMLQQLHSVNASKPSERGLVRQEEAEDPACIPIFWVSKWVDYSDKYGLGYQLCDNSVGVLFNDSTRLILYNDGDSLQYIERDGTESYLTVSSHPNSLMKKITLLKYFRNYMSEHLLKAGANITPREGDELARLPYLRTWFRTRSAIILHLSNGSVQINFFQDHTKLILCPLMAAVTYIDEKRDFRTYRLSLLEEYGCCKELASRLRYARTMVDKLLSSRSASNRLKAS
# EPAC1 ag = qHTS for Agonist of cAMP-regulated guanine nucleotide exchange factor 3 (EPAC1): primary screen; Rap guanine nucleotide exchange factor 3 (Homo sapiens), O95398; EPAC1 agonist qHTS, biochemical assay; response scale: 100% = response to 6.5 mM cAMP; Potency, µM (series often up to 154 µM), for the others: top-dose activation, actives largely listed as activators; 360,000 tested, 0.073% active; AID 720707, 2013; note: potency is the fitted concentration of half-maximal effect; nearly all actives have a fitted effect of over 60% in size
#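 Nucleotide exchange by EPAC1 (100 nM) on Rap1B–BODIPY-GDP (250 nM) in the presence of 50 uM GDP is tracked fluorescently at 480/540 nm over 30 min. Signals are normalized to a 6.5 mM cAMP control.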
# IL2 activator = qHTS of IL-2 Activators; 360,000 tested, 0.065% active; activation, % (series mostly up to about 46 µM); IL-2 activation reporter assay, cell-based qHTS; stimulated with anti-CD3/CD4/CD28 beads; in transgenic mouse T cells; in the data active = activation above about 50%; inconclusive = mostly about 30% to 49%; note: 0% is about no effect
#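 Readout is EGFP and DsRed signal by fluorescent plate cytometry after 18 h at 37 degrees C. Transgenic mouse T cells (750/well) received compound for 60 min before bead stimulation (anti-CD3, anti-CD4, anti-CD28); memory T cells served as non-tolerant control.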
# FUS suppressor = qHTS for Suppressors of FUS Proteinopathy: Primary screen using FUS-linked yeast assay; S. cerevisiae FUS-expressing, growth rescue, OD600, 24 h; Potency, µM (doses to about 76.6 µM), for inactives: at the top dose growth rescue (activation), usual class: activators; 390,000 tested, 0.24% active; AID 1347120, 2019;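 note: potency is the fitted concentration of half-maximal effect; plate controls were DMSO vehicle for no effect and reference control for full effect; nearly all actives have a fitted effect of over 55% in size; some results filed as inactive show a strong effect at the top dose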
#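 Read-out: OD at 600 nm after 24hr at 30C, reporting rescue of FUS-induced yeast toxicity. Cells at OD 0.005 in galactose (2%) minimal medium; compounds tested in a dilution series; CP55940 titration from 92uM final as control.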
# * hit, by the source's call; ? = inconclusive; . = no result given; & = joins results of further samples; [ ] = another dose, or the depositor's remark. Unless noted, calls come from the whole dose curve; as a rule, active = well fitted curve in the direction sought with a large enough effect; inconclusive = small, poorly fitted or top-dose-only effect, or another doubt; inactive = no such curve, though single readings can be large; an effect the other way counts as inactive or inconclusive. Rows are unselected; any-hit rate near 4.1%.
SMILES,WRN helicase inh,PI5P4K alpha inh,aSyn yeast inh,Abeta yeast res,EPAC1 antag,PLK1 PBD inh,EPAC1 ag,IL2 activator,FUS suppressor
COc1ccc(C(=O)CCC(=O)N2CCN(c3cc(C)ccc3C)CC2)cc1,-7%[57.1 µM],1,-1%,-7%,-4%,-3%,2%,-3.6,41%
Cc1nn(C)c(C)c1S(=O)(=O)N1CCC(C(=O)NC2CCCc3ccccc32)CC1 (stereo not given),-5%,-5,3%,-4%,-5%,27µM*,-1%,-0.6,2%
CCOc1ccccc1NC(=O)N1CCCN(c2ncccc2C#N)CC1,-9%,0,-5%,-10%,-5%,-2%,-2%,-3.4,-8%
CC(=O)NCCc1ccc(S(=O)(=O)Nc2ccc(C)c(S(=O)(=O)N3CCOCC3)c2)cc1,-1%,2,-5%,-19%,-27%,-9%,-2%,-3.6,19%
COc1ccc(S(=O)(=O)Nc2ccc3c(c2)N(C(C)=O)CCC3)cc1OC,2%,-1,1%,5%,-3%,3%,-6%,-0.3,.
CC1CC1c1ccc(/C=C(\C#N)C(=O)Nc2cccc(Cl)c2Cl)o1 (stereo not given),-3%,23,0%,-45%[inhibitor],9%,5%,14%,1.8,.
O=[N+]([O-])c1cccc(OCC(O)CN2CCN(S(=O)(=O)c3cc(Cl)ccc3Cl)CC2)c1 (stereo not given),-8%,9,1%,28%,-7%,-7%,8%,0.8,21%
Cc1cccc(/C=C/c2nc3ccccc3c(=O)[nH]2)c1,-4%,-1,9%,-9%,15%,4%,2%,-0.6,10%
CCOc1nc(Nc2ccc(OC)c(Cl)c2)nc(N2CCN(c3ccc(OC)cc3)CC2)n1,?,2,1%,10%,4%,-9%,8%,-2.4,26%
O=C(NCCCc1ccccc1)C(=O)NCC1OCCN1S(=O)(=O)c1ccccc1 (stereo not given),-11%,-15,4%,-1%,1%,4%,-10%,0.7,21%

# Complete entries from above. Values in the order: WRN helicase inh	PI5P4K alpha inh	aSyn yeast inh	Abeta yeast res	EPAC1 antag	PLK1 PBD inh	EPAC1 ag	IL2 activator	FUS suppressor
# `CC1CC1c1ccc(/C=C(\C#N)C(=O)Nc2cccc(Cl)c2Cl)o1` (stereo not given) across the screens: -3%	23	0%	-45%[inhibitor]	9%	5%	14%	1.8	.
# `Cc1nn(C)c(C)c1S(=O)(=O)N1CCC(C(=O)NC2CCCc3ccccc32)CC1` (stereo not given) across the screens: -5%	-5	3%	-4%	-5%	27µM*	-1%	-0.6	2%
# `Cc1cccc(/C=C/c2nc3ccccc3c(=O)[nH]2)c1` across the screens: -4%	-1	9%	-9%	15%	4%	2%	-0.6	10%
# `CC(=O)NCCc1ccc(S(=O)(=O)Nc2ccc(C)c(S(=O)(=O)N3CCOCC3)c2)cc1` across the screens: -1%	2	-5%	-19%	-27%	-9%	-2%	-3.6	19%
# `CCOc1nc(Nc2ccc(OC)c(Cl)c2)nc(N2CCN(c3ccc(OC)cc3)CC2)n1` across the screens: ?	2	1%	10%	4%	-9%	8%	-2.4	26%

# (more compounds)
SMILES,WRN helicase inh,PI5P4K alpha inh,aSyn yeast inh,Abeta yeast res,EPAC1 antag,PLK1 PBD inh,EPAC1 ag,IL2 activator,FUS suppressor
c1cnc2ccc3c(c2c1)COCO3,0%,13,-1%,-12%,0%,-4%,2%,-2.6,.
O=C(Nc1cc(C(F)(F)F)ccc1Cl)c1ccc(NC(=O)C(F)(F)F)cc1,-16%,5,-6%,4%,?,-19%,-18%,-4.9,29%
CCOC(=O)c1ccc(CNC(=O)CSc2nc(NC(=O)c3ccccc3)c3c(C)c(C)oc3n2)cc1,-25%,.,6%,3%,0%,-7%,6%,-2.4,56%
COc1ccc(C[C@H]2CN3C(=NC[C@@H]3Cc3ccccc3)N2CCNC(=O)CCC2CCCCC2)cc1,3%,1,0%,1%,5%,-17%,-2%,-0.7,18%
C#CCOCCOCCOCCNc1nc(N2CCN(C(=O)C([C@@H](C)CC)n3cc(C(N)CO)nn3)CC2)nc(N2CCN(C(=O)[C@H](CCC(=O)O)n3cc(C(N)CC(C)C)nn3)CC2)n1 (stereo not given in full),11%,-1,1%,-11%,-6%,-4%,-3%,-2.1,4%
CCN(CC(=O)Nc1cccc(F)c1)CC(=O)Nc1ccc2c(c1)OCCO2,3%,-1,0%,3%,-1%,-13%,10%,0.3,-49%
COc1ccc(-n2nnnc2SCC(=O)Nc2nnn(C)n2)cc1,3%,.,0%,10%,18%,-9%,8%,-0.6,23%
Cn1cnc(S(=O)(=O)N2CCN(c3ccccc3)CC2)c1,0%,-1,-23%,-14%,-16%,6%,3%,-0.7,-28%
CCCCNC(=O)C(=O)NC(C)CCc1ccccc1 (stereo not given),0%,-3,-10%,0%,-5%,0%,-12%,-2.7,.
C/C(=N\NC(=O)c1cc(C(C)C)[nH]n1)c1ccco1,-9%,-9,0%,-1%,3%,-13%,2%,-0.3,-12%
CC(C)N1CCC(N2CCN(Cc3cccnc3)CC2CCO)CC1 (stereo not given),-5%,10,-1%,-9%,4%,-5%,5%,-0.5,-13%
Cc1oc(-c2ccccc2F)nc1CS(=O)(=O)CC(=O)N1CCN(c2ccccc2)CC1,4%,-3,1%,9%&7%,7%,-17%,-2%,-4.0,24%&-9%
COc1ccc(-n2c(-c3ccco3)nc3c(cnn3-c3ccc(C)cc3)c2=O)cc1,-8%,8,0%,-4%&-2%,-3%,-3%,12%,-0.8,-10%&7%
CC(Oc1ccc(C(=O)c2ccccc2)cc1)C(=O)N1CCOCC1 (stereo not given),-5%,-1,0%,12%,8%,-4%,5%,0.1,-1%
CC(C)n1c(SCC(=O)N2CCN(C(=O)c3ccco3)CC2)nc2c1c(=O)n(C)c(=O)n2C,-35%,-14,-4%,-17%,-15%,-2%,8%,1.3,22%
[O-][n+]1c2c(nn1-c1ccc(Cl)c(Cl)c1)-c1nonc1CC2,3%,2,-3%,-24%,-3%,-7%,-1%,0.2,5%
CCC(C)(C)n1nnnc1C(c1ccc(OC)c(OC)c1)N1CCN(c2ccccc2)CC1 (stereo not given),-1%,10,2%,17%,-7%,-3%,6%,0.7,7%
CC(C)(C)c1cc(OC(=O)C2CCCC2)ccc1O,-34%,0,-38%[inhibitor],?,?,-8%,1%,-0.5,14%
Cc1sc(NC(=O)Nc2ccccc2)c(C(N)=O)c1C,-5%,-26,0%,0%,-28%,-30%,5%,-0.3,24%
CN(C)C(=O)CSc1nc(-c2ccccc2)c(-c2ccccc2)o1,1%[57.1 µM],1,-2%,-1%,-21%,0%,0%,-0.1,27%
CCOC(=O)CC(=O)CSc1nc2ccc(C)cc2cc1C#N,-31%,.,-15%,-6%,10%,-8%,?,2.1,2%
N#Cc1ccc(C(=O)Nc2ccc(S(=O)(=O)NC3=NCCCCC3)cc2)cc1,-3%,-12,0%,-2%,7%,-2%,0%,-0.1,32%
C=CCNC(=O)Cn1nnc(-c2ccc(-c3ccc(OC)cc3)cc2)n1,1%,-3,2%,1%,-2%,-9%,14%,0.1,-14%
CCCCN(C=O)c1c(CC)nc2c(OCCOc3ccc(F)cc3)cccn12,4%,-6,4%,18%,13%,-3%,-1%,-0.6,10%
CCCCCN(C(=O)CCC(=O)OCC(=O)N(CC#N)c1ccccc1)c1c(N)n(CCCC)c(=O)[nH]c1=O,-2%,-8,1%,1%,-2%,1%,-39%[inhibitor],-1.0,41%
CC(=O)N/N=C(\C)c1ccc(Br)cc1Br,-6%,1,1%,6%,-5%,0%,13%,-0.4,-40%
CC(=O)N1CCN(Cc2nc3cc(NC(=O)Nc4ccccc4)ccc3n2C)CC1,9%,-6,-4%,-14%,-29%,-3%,-7%,-1.1,6%
COc1cc(Nc2nc(SCC#N)nc3ccccc23)cc(OC)c1OC,-4%,.,0%,4%,5%,-9%,6%,-1.8,19%
Cc1noc(C)c1S(=O)(=O)Nc1ccc(C(=O)Nc2ccc(OC(F)(F)F)cc2)cc1,-3%[57.1 µM],10,-4%,-9%,-11%,-4%,-10%,-3.5,19%
COc1ccc(-c2csc(N3CCSCC3)n2)cc1,9%,1,-4%,11%,5%,-4%,6%,0.4,9%
COCC(=O)Nc1nc(-c2ccc([N+](=O)[O-])cc2)cs1,1%,-2,-2%,0%,25%,-4%,-5%,-0.2,-28%
COc1ccc(N2CCN(C(=O)CCc3c[nH]c4ccccc34)CC2)cc1,-7%[57.1 µM],5,1%,27%,-17%,0%,0%,-0.2,7%
N/C(=N\S(=O)(=O)c1cc(C(F)(F)F)cc(C(F)(F)F)c1)c1ccc(Cl)cc1,-10%,17,-59%[inhibitor],?,?,-8%,-20%,-0.9,?
CCN1C(=S)N[C@@H](c2ccccc2)C(C(=O)OC)=C1C,2%,0,14%,5%,-4%,1%,-14%,0.0,-17%
COc1ccc(NC(=O)Cc2c(Sc3ccccc3)c3ccccc3n2C)cc1,-11%,9,-3%,1%,14%,3%,24%,-0.2,?
COc1cccc(OCCNC(=O)c2ccc(C)cc2)c1,-3%,7,14%,4%,-7%,0%,0%,0.7,9%
CCONC(=O)Nc1ccccc1[N+](=O)[O-],0%,6,-3%,-12%,-4%,-5%,-5%,-1.2,-9%
CC(=O)c1ccc(OCC(=O)N(C2CCCCC2)C2CCS(=O)(=O)C2)cc1 (stereo not given),15%,5,1%,1%,-3%,-4%,-1%,0.2,0%
Cc1c(CCO)c(=O)[nH]n1S(=O)(=O)c1ccc([N+](=O)[O-])cc1,6%,1,-3%,4%,-19%,-6%,7%,-2.7,-11%
COc1ccccc1CNC(=O)C(C)n1nc(C)c2c(C)n(-c3ccccc3)nc2c1=O (stereo not given),-2%,3,-2%,7%,1%,-1%,13%,0.4,-4%
